IL1B NFkB pot: enhancers of NFkB p65 translocation in HUVEC – imaging, IL-1B stimulus, high-content imaging, primary screen. HUVEC IL-1B NFkB p65 nuclear translocation imaging. activation, % at 2 µM. 0.3% of 94,000 active. AID 819, 2007;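 active = activation above 40%, about the mean plus 3 SD, also judged a hit on visual image review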;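 note: percent activation is computed from the nuclear over cytoplasmic p65 intensity ratio; values of inactives mirror those of a sister screen read the other way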
IL1B NFkB inh: inhibitors of IL-1B driven NFkB p65 nuclear import, primary screen, imaging, HUVEC, IL-1B stimulus, high-content imaging. HUVEC IL-1B NFkB p65 nuclear translocation imaging. inhibition, % at 2 µM. 0.43% of 94,000 active;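 active = inhibition above about 30% together with a positive call from visual inspection of the well image, limit read from the data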;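 note: nuclear over cytoplasmic p65 intensity ratio measured by imaging; 0% = IL-1B stimulated DMSO wells and 100% = unstimulated DMSO wells; values of inactives mirror those of a sister screen read the other way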
PLAP inhibitors HTS: PLAP enzyme inhibitors, biochemical, luminescence, HTS (AID 690); 0.08% of 96,000 active; purified PLAP, luminescent substrate; higher % means a stronger effect; inhibition, % at 20 µM, or IC50 in µM where a hit was titrated; Alkaline phosphatase, placental type (Homo sapiens); in the data active = a potency from the dose series; inactive = the rest, 99 in 100 with inhibition below about 30%; note: strong numbers were not always called active
Bcl-B displacement: displacers of TR3 peptide from Bcl-B, primary screen, selectivity assay for Bfl-1 inhibitor project, biochemical, fluorescence polarization; displacement, % at 20 µM, or IC50 in µM where a hit was titrated; AID 748, 2007; 0.11% of 96,000 active; FP displacement of FITC-TR3 peptide from Bcl-B; higher % means a stronger effect;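 active = displacement above 50% at 20 µM plus a fluorescence interference ratio under 1.5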;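 note: plate controls were wells without compound for no effect and wells lacking Bcl-B protein for full effect; a part of the inactive calls stands beside numbers as strong as those of hits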
MRP resist rev: reversal of MRP1-mediated doxorubicin resistance, primary screen, H69AR cells, doxorubicin co-treatment; H69AR cells + 2 uM doxorubicin, CellTiter-Glo, 72 h; differential viability (reversal), % at 10 µM; 0.04% of 85,000 active; AID 602, 2007;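 active = viability drop by adding the cancer drug above about 55%, with treated viability meeting a 40% cutoff, limit read from the data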;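 note: viability without doxorubicin minus viability with 2 µM doxorubicin for each compound; larger differential means the compound sensitizes cells more to doxorubicin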
MRP resist rev cytotoxicity: second read-out of MRP resist rev, no call of its own (marks repeat the call); viability, %; H69AR cells, CellTiter-Glo, 72 h; measured here: cytotoxicity without doxorubicin
MRP resist rev with doxorubicin: further read-out of MRP resist rev, marked with its call; viability, %; measured here: viability with 2 uM doxorubicin; hits give low values
IL1B NFkB inh cell count 2 µM: second read-out of IL1B NFkB inh, no call of its own (marks repeat the call); cell count; measured here: cells passing quality filter;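 raw number of nuclei counted in each imaged well without normalization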
IL1B NFkB pot cell count 2 µM: recorded beside IL1B NFkB pot, whose call it bears; cell count; measured here: cells passing quality filter
* marks the source's active call; other numbers are inactive results.

Screening Cc1cccc(C(=O)OCC(=O)Nc2nccs2)c1 returned IL1B NFkB pot -9.6, IL1B NFkB inh 9.6, PLAP inhibitors HTS 3.3%, Bcl-B displacement 0.6%, IL1B NFkB inh cell count 2 µM 180 and IL1B NFkB pot cell count 2 µM 180.
Screening CCC(C)NCC(O)COCc1ccc(Cl)cc1 (configuration not stated) returned IL1B NFkB pot -12.8, IL1B NFkB inh 12.8, PLAP inhibitors HTS 10.1%, Bcl-B displacement -4.1%, MRP resist rev 7.1, MRP resist rev cytotoxicity 91.5, MRP resist rev with doxorubicin 84.3, IL1B NFkB inh cell count 2 µM 99 and IL1B NFkB pot cell count 2 µM 99.
CC1CCN(C(=O)Cn2cc(C(=O)c3ccco3)c3ccccc32)CC1 was read as IL1B NFkB pot 0.5, IL1B NFkB inh -0.5, PLAP inhibitors HTS -9.6%, Bcl-B displacement -7.9%, IL1B NFkB inh cell count 2 µM 64 and IL1B NFkB pot cell count 2 µM 64.
For CCCC1C2C(=O)N(c3ccccc3OCC)C(=O)C2ON1c1ccccc1 (configuration not stated) the results were IL1B NFkB pot 1.7, IL1B NFkB inh -1.7, PLAP inhibitors HTS -83.5%, Bcl-B displacement -5.4%, MRP resist rev 2.3, MRP resist rev cytotoxicity 84.0, MRP resist rev with doxorubicin 81.7, IL1B NFkB inh cell count 2 µM 155 and IL1B NFkB pot cell count 2 µM 155.
`Cc1ccc(C)c(NC(=O)CN(C)C(=O)CCN2C(=O)c3ccccc3C2=O)c1` gave IL1B NFkB pot -2.9, IL1B NFkB inh 2.9, PLAP inhibitors HTS 0.8%, Bcl-B displacement -1.9%, MRP resist rev 0.5, MRP resist rev cytotoxicity 98.0, MRP resist rev with doxorubicin 97.5, IL1B NFkB inh cell count 2 µM 156 and IL1B NFkB pot cell count 2 µM 156.
For COc1ccc(NC(=O)Cn2c(C)cc(=O)c3cccc(OC)c32)cc1 the results were PLAP inhibitors HTS -16.2%, Bcl-B displacement -10.2%, MRP resist rev 24.4, MRP resist rev cytotoxicity 104.2 and MRP resist rev with doxorubicin 79.8.
O=C(NCc1ccccn1)c1n[nH]c2ccccc12 was read as IL1B NFkB pot -7.9, IL1B NFkB inh 7.9, PLAP inhibitors HTS -61.6%, Bcl-B displacement -4.3%, MRP resist rev -5.2, MRP resist rev cytotoxicity 96.2, MRP resist rev with doxorubicin 101.4, IL1B NFkB inh cell count 2 µM 150 and IL1B NFkB pot cell count 2 µM 150.
`COc1ccc(C(=O)Cn2nnc(-c3ccccc3NC(=O)C3CCCCC3)n2)cc1` gave IL1B NFkB pot -3.6, IL1B NFkB inh 3.6, PLAP inhibitors HTS -24.2%, Bcl-B displacement -123.8%, MRP resist rev -8.4, MRP resist rev cytotoxicity 44.5, MRP resist rev with doxorubicin 52.9, IL1B NFkB inh cell count 2 µM 158 and IL1B NFkB pot cell count 2 µM 158.
Screening Cc1ccc(C)c(N(CC(=O)NC2CCCC2)C(=O)c2oc(C(C)(C)C)cc2C)c1 returned IL1B NFkB pot 8.4, IL1B NFkB inh -8.4, PLAP inhibitors HTS -58.6%, Bcl-B displacement -1.9%, IL1B NFkB inh cell count 2 µM 111 and IL1B NFkB pot cell count 2 µM 111.
Screening O=C(O)CC(C(=O)O)n1nc(-c2ccccc2)cc1-c1ccccc1 (configuration not stated) returned PLAP inhibitors HTS -16.5%, Bcl-B displacement 21.9%, MRP resist rev -3.7, MRP resist rev cytotoxicity 99.2 and MRP resist rev with doxorubicin 102.9.
`CCOc1ccccc1N(CC(=O)OC)S(=O)(=O)c1ccccc1` gave IL1B NFkB pot 6.1, IL1B NFkB inh -6.1, PLAP inhibitors HTS -24.4%, Bcl-B displacement 6.0%, MRP resist rev 1.9, MRP resist rev cytotoxicity 81.0, MRP resist rev with doxorubicin 79.1, IL1B NFkB inh cell count 2 µM 96 and IL1B NFkB pot cell count 2 µM 96.
O=C(NC1CCCCC1)c1cc2nc3c(c(C(F)(F)F)n2n1)CCCC3 was read as IL1B NFkB pot 14.3, IL1B NFkB inh -14.3, PLAP inhibitors HTS -65.4%, Bcl-B displacement 21.1%, MRP resist rev 3.5, MRP resist rev cytotoxicity 75.7, MRP resist rev with doxorubicin 72.2, IL1B NFkB inh cell count 2 µM 131 and IL1B NFkB pot cell count 2 µM 131.
For COc1ccccc1NC(=O)c1ccc(Cl)c(S(=O)(=O)N2CCOCC2)c1 the results were IL1B NFkB pot -2.4, IL1B NFkB inh 2.4, PLAP inhibitors HTS -12.9%, Bcl-B displacement 0.9%, MRP resist rev -9.8, MRP resist rev cytotoxicity 83.2, MRP resist rev with doxorubicin 93.1, IL1B NFkB inh cell count 2 µM 117 and IL1B NFkB pot cell count 2 µM 117.
Cc1cccc(C)c1NC(=O)CS(=O)CC(=O)Nc1ccc(F)cc1F (configuration not stated) was read as IL1B NFkB pot -0.1, IL1B NFkB inh 0.1, PLAP inhibitors HTS -2.4%, Bcl-B displacement 2.0%, MRP resist rev 7.7, MRP resist rev cytotoxicity 92.8, MRP resist rev with doxorubicin 85.1, IL1B NFkB inh cell count 2 µM 168 and IL1B NFkB pot cell count 2 µM 168.
Screening COc1ccc(OC)c(CCNC(=O)CC2Oc3ccc(C)cc3NC2=O)c1 (configuration not stated) returned IL1B NFkB pot -2.3, IL1B NFkB inh 2.3, PLAP inhibitors HTS 10.8%, Bcl-B displacement -9.5%, MRP resist rev -3.7, MRP resist rev cytotoxicity 82.5, MRP resist rev with doxorubicin 86.2, IL1B NFkB inh cell count 2 µM 176 and IL1B NFkB pot cell count 2 µM 176.
Screening CCOc1nc(-c2ccccc2)ccc1-c1noc(-c2ccncc2)n1 returned PLAP inhibitors HTS -20.8%, Bcl-B displacement -4.5%, MRP resist rev 11.9, MRP resist rev cytotoxicity 45.2 and MRP resist rev with doxorubicin 33.2.
For COc1ccc(CCNC(=O)CSCc2n[nH]c(=O)[nH]2)cc1OC the results were IL1B NFkB pot 12.7, IL1B NFkB inh -12.7, PLAP inhibitors HTS 8.2%, Bcl-B displacement -5.0%, MRP resist rev 2.6, MRP resist rev cytotoxicity 98.0, MRP resist rev with doxorubicin 95.4, IL1B NFkB inh cell count 2 µM 135 and IL1B NFkB pot cell count 2 µM 135.
`CCOC(=O)CCCNC(=O)COC(=O)c1ccc(O)cc1` gave IL1B NFkB pot -4.3, IL1B NFkB inh 4.3, PLAP inhibitors HTS -8.4%, Bcl-B displacement 7.2%, IL1B NFkB inh cell count 2 µM 182 and IL1B NFkB pot cell count 2 µM 182.
Screening O=C(NC1CCC(O)CC1)c1ccc(S(=O)(=O)NCc2ccco2)cc1 (configuration not stated) returned IL1B NFkB pot 26.4, IL1B NFkB inh -26.4, PLAP inhibitors HTS -12.0%, Bcl-B displacement -7.3%, MRP resist rev 5.3, MRP resist rev cytotoxicity 96.7, MRP resist rev with doxorubicin 91.4, IL1B NFkB inh cell count 2 µM 53 and IL1B NFkB pot cell count 2 µM 53.
Cc1cc(F)c(F)c(C(=O)N2CCOCC2)c1 was read as IL1B NFkB pot 4.1, IL1B NFkB inh -4.1, MRP resist rev -18.0, MRP resist rev cytotoxicity 79.0, MRP resist rev with doxorubicin 97.0, IL1B NFkB inh cell count 2 µM 72 and IL1B NFkB pot cell count 2 µM 72.

Pulled one by one from the list above (3):
Screening Cc1ccc(C)c(N(CC(=O)NC2CCCC2)C(=O)c2oc(C(C)(C)C)cc2C)c1 returned IL1B NFkB pot 8.4, IL1B NFkB inh -8.4, PLAP inhibitors HTS -58.6%, Bcl-B displacement -1.9%, IL1B NFkB inh cell count 2 µM 111 and IL1B NFkB pot cell count 2 µM 111.
For COc1ccccc1NC(=O)c1ccc(Cl)c(S(=O)(=O)N2CCOCC2)c1 the results were IL1B NFkB pot -2.4, IL1B NFkB inh 2.4, PLAP inhibitors HTS -12.9%, Bcl-B displacement 0.9%, MRP resist rev -9.8, MRP resist rev cytotoxicity 83.2, MRP resist rev with doxorubicin 93.1, IL1B NFkB inh cell count 2 µM 117 and IL1B NFkB pot cell count 2 µM 117.
Screening Cc1cccc(C(=O)OCC(=O)Nc2nccs2)c1 returned IL1B NFkB pot -9.6, IL1B NFkB inh 9.6, PLAP inhibitors HTS 3.3%, Bcl-B displacement 0.6%, IL1B NFkB inh cell count 2 µM 180 and IL1B NFkB pot cell count 2 µM 180.

The list goes on:
Screening O=C(CN1C(=O)C2(OCCCO2)c2ccccc21)NCc1ccccc1 returned PLAP inhibitors HTS 13.0%, Bcl-B displacement -3.6%, MRP resist rev 13.4, MRP resist rev cytotoxicity 101.3 and MRP resist rev with doxorubicin 87.8.
`COc1cc(C2C(C#N)=C(N)Oc3cc(N)ccc32)cc(OC)c1OC` (configuration not stated) gave IL1B NFkB pot -19.0, IL1B NFkB inh 19.0, MRP resist rev -22.9, MRP resist rev cytotoxicity 28.8, MRP resist rev with doxorubicin 51.7, IL1B NFkB inh cell count 2 µM 131 and IL1B NFkB pot cell count 2 µM 131.
For O=C(CN(C1CCCCC1)C1CCCCC1)N1CCc2ccccc2C1 the results were IL1B NFkB pot -9.2, IL1B NFkB inh 9.2, PLAP inhibitors HTS -55.1%, Bcl-B displacement -5.5%, IL1B NFkB inh cell count 2 µM 141 and IL1B NFkB pot cell count 2 µM 141.
Screening Cc1ccc2cc(C#N)c(N3CCN(C)CC3)nc2c1 returned IL1B NFkB pot -14.4, IL1B NFkB inh 14.4, MRP resist rev 18.6, MRP resist rev cytotoxicity 89.2, MRP resist rev with doxorubicin 70.6, IL1B NFkB inh cell count 2 µM 98 and IL1B NFkB pot cell count 2 µM 98.
`Cc1ccnc(NC2OC(=O)c3ccccc32)c1` (configuration not stated) gave IL1B NFkB pot 13.5, IL1B NFkB inh -13.5, PLAP inhibitors HTS 4.8%, Bcl-B displacement 2.4%, MRP resist rev 6.7, MRP resist rev cytotoxicity 91.1, MRP resist rev with doxorubicin 84.4, IL1B NFkB inh cell count 2 µM 73 and IL1B NFkB pot cell count 2 µM 73.
Cc1ccc(CCNC(=O)C2CCCN(S(=O)(=O)c3c(C)nn(C)c3C)C2)cc1 (configuration not stated) was read as IL1B NFkB pot 24.9, IL1B NFkB inh -24.9, PLAP inhibitors HTS -22.3%, Bcl-B displacement 7.0%, MRP resist rev 18.8, MRP resist rev cytotoxicity 99.0, MRP resist rev with doxorubicin 80.2, IL1B NFkB inh cell count 2 µM 203 and IL1B NFkB pot cell count 2 µM 203.
For Cc1cc(C)nc(NC2=NCC(=O)N2c2cccc(Cl)c2)n1 the results were IL1B NFkB pot 13.2, IL1B NFkB inh -13.2, PLAP inhibitors HTS -108.9%, Bcl-B displacement -8.8%, MRP resist rev 10.1, MRP resist rev cytotoxicity 89.0, MRP resist rev with doxorubicin 78.8, IL1B NFkB inh cell count 2 µM 162 and IL1B NFkB pot cell count 2 µM 162.
For Cc1c(NC(=O)C(C)Sc2n[nH]c(N)n2)c(=O)n(-c2ccccc2)n1C (configuration not stated) the results were IL1B NFkB pot -3.9, IL1B NFkB inh 3.9, PLAP inhibitors HTS -4.2%, Bcl-B displacement -1.3%, IL1B NFkB inh cell count 2 µM 136 and IL1B NFkB pot cell count 2 µM 136.
Cc1ccc(-c2ccc(/C=N\NC(=O)c3cc4c(ccc5ccccc54)o3)o2)cc1[N+](=O)[O-] was read as IL1B NFkB pot 7.7, IL1B NFkB inh -7.7, PLAP inhibitors HTS -3.0%, Bcl-B displacement -1.8%, IL1B NFkB inh cell count 2 µM 151 and IL1B NFkB pot cell count 2 µM 151.
For O=C(CC1SCCNC1=O)Nc1cccc(Cl)c1 (configuration not stated) the results were PLAP inhibitors HTS 14.0% and Bcl-B displacement -8.2%.
Screening COc1ccc(/C=N/NC(=O)c2ccoc2C)cc1COc1ccc(Cl)cc1 returned IL1B NFkB pot 26.0, IL1B NFkB inh -26.0, PLAP inhibitors HTS -24.2%, Bcl-B displacement -3.5%, IL1B NFkB inh cell count 2 µM 189 and IL1B NFkB pot cell count 2 µM 189.

Screening results: PubChem BioAssay, several laboratories

These rows are one share of the data; count on the stated rates, not on these rows.
